# CIT2 TOR yeast: modulators of CIT2-GFP expression in yeast, primary screen, S. cerevisiae, GFP fusion, multiplex flow cytometry, MLPCN library; hit rate 0.065% among 320,000; AID 2029, 2009; S. cerevisiae CIT2-GFP strain, 3 h; 100 means same as DMSO wells; GFP response vs DMSO, % at 10 µM;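 active = GFP response relative to DMSO above a set limit, near the screen mean plus 3 SD, cut at about 150% in these data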;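 also: ratio of well median GFP fluorescence to mean of DMSO wells on the plate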
# CR mimetic SO: reduction of superoxide in aged yeast, primary screen, HTS; hit rate 0.18% among 330,000; superoxide response (% of plate mean), % at 10 µM; AID 2690, 2010; S. cerevisiae aged cells, superoxide DHE fluorescence; stronger effect = lower value;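 active = superoxide response under a set limit, about three screen SD below normal, cut at about 65% in these data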;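 also: yeast aged for seven days with compound at 30 °C before DHE staining; 100% = average MFI of all compound-treated wells on the plate with controls excluded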
# GRK2 aptamer HTS: compounds blocking aptamer binding on GRK2 – biochemical, human GRK2, bead flow cytometry, HTS, primary screen; inhibition of aptamer binding, % at 10 µM; FAM-aptamer displacement from GRK2; Beta-adrenergic receptor kinase 1 (Homo sapiens), P25098; hit rate 0.59% among 330,000;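 active = inhibition of aptamer binding above 40%, roughly 3 SD of noise, on plates passing a quality check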;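 also: median bead fluorescence of bound FAM aptamer so fluorescent compounds give negative values; no value below 0 was filed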
# Target sequence (P25098 whole entry, looked up): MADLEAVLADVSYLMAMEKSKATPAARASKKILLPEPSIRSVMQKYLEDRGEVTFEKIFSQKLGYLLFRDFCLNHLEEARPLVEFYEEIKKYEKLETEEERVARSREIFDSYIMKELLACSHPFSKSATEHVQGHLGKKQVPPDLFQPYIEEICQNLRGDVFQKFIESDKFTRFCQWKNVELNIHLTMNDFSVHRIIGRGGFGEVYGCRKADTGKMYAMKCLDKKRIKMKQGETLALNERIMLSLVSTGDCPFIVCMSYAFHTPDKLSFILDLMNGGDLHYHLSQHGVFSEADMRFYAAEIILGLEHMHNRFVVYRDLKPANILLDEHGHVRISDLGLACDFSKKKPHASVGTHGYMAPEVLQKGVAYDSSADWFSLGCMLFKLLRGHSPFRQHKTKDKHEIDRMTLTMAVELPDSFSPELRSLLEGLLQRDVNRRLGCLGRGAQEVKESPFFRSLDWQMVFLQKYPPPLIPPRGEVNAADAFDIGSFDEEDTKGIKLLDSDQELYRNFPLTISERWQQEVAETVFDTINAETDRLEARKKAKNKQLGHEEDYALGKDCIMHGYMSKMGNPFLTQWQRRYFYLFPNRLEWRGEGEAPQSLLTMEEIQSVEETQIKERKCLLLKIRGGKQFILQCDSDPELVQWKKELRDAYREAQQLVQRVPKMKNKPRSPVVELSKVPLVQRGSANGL
# VLA-4 inh: inhibition in human VLA-4 binding assay, primary screen, VLA-4 allosteric modulator project, MLPCN library, flow cytometry, VLA-4 expressing cells; Integrin alpha-4 (Homo sapiens), P13612; ligand binding flow cytometry; inhibition, % (about 7 µM as worked out from the volumes in the protocol); hit rate 0.2% among 330,000; AID 2557, 2010; in the data active = inhibition above about 50%
# LAP4-GFP MLPCN: modulators of LAP4-GFP expression in yeast, primary screen, S. cerevisiae, multiplex flow cytometry, MLPCN library; 3 h; median GFP as percent of DMSO wells; GFP response vs DMSO, % at 10 µM; hit rate 0.34% among 320,000;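 active = GFP response vs DMSO above a set limit, about the screen mean plus 3 SD, cut at about 150% in these data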
# RPL19A TOR yeast: RPL19A-GFP expression modulators in yeast, primary screen, cell-based, S. cerevisiae, multiplex flow cytometry, MLPCN | percent response vs DMSO, % at 10 µM | hit rate 0.3% among 330,000 | S. cerevisiae RPL19A-GFP strain, 3 h; stronger effect = lower value;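 active = percent response vs DMSO below 50%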;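 also: median channel GFP fluorescence of the barcoded RPL19A-GFP strain; ratio of sample median GFP to plate DMSO average so 100% = DMSO; lower means less RPL19A-GFP as with rapamycin TOR inhibition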
# MEP2 TOR yeast: modulators of MEP2-GFP levels in yeast, primary screen, S. cerevisiae, multiplex flow cytometry, MLPCN library | S. cerevisiae MEP2-GFP strain, 3 h; 100% = DMSO control level | GFP response vs DMSO, % at 10 µM | hit rate 0.51% among 330,000 | AID 2016, 2009;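 active = GFP response versus DMSO above a set limit, roughly screen mean plus 3 SD, cut at about 180% in these data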;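 also: median GFP fluorescence of the barcode-gated MEP2-GFP cells per well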
# AGP1-GFP MLPCN: modulators of AGP1-GFP expression in yeast TOR pathway, primary screen, cell-based, multiplex flow cytometry, S. cerevisiae, MLPCN library; GFP response vs DMSO, % at 10 µM; AID 2066, 2009; 3 h; GFP as percent of DMSO wells; hit rate 0.02% among 320,000;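 active = GFP response relative to DMSO above a set limit, near screen average plus 3 SD, cut at about 150% in these data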;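 also: median GFP channel fluorescence of the gated AGP1 strain per well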
# Active calls of the source: *; . = not tested or not shown.
# Value order: LAP4-GFP MLPCN | CR mimetic SO | RPL19A TOR yeast | GRK2 aptamer HTS | CIT2 TOR yeast | MEP2 TOR yeast | AGP1-GFP MLPCN | VLA-4 inh
CCC(=O)NC(c1ccc(OC)cc1)c1c(O)ccc2ccccc12 (stereo unspecified)
 : 91 | 99 | 103 | 0 | 98 | 98 | 100 | 5
Cc1ccc(NCc2nc3ccccc3n2C)c(C)c1
 : 103 | 126 | 101 | 1 | 107 | 107 | 103 | -9
O=C(Nc1ccc(OCc2ccccc2)cc1)c1ccccc1
 : 101 | 89 | 99 | 0 | 96 | 100 | 98 | 22
Cc1nc(C(=O)NNC(=O)c2ccccc2)c(C(F)(F)F)o1
 : 104 | 108 | 98 | . | 100 | 97 | 104 | -2
O=C(Nc1cccnc1)c1ccccc1Oc1ccccc1
 : 97 | 107 | 99 | 0 | 94 | 103 | 97 | -1
COc1ccccc1NC(=O)c1sc2nc(-c3ccco3)ccc2c1N
 : 118 | 108 | 95 | 5 | 78 | 106 | . | -2
COC(=O)Cc1ccc(NC(=S)NCc2ccc(F)cc2)cc1
 : 99 | 119 | 102 | 0 | 97 | 93 | 102 | 10
CC(C)C1C(=O)CC(c2ccccc2)NC1c1ccccc1 (stereo unspecified)
 : 107 | 116 | 105 | 2 | 102 | 119 | 108 | 9
O=C(Nc1cccc(S(=O)(=O)N2CCOCC2)c1)C12CC3CC(CC(C3)C1)C2
 : 105 | 97 | 105 | 0 | 117 | 109 | 110 | -7
COc1ccc(Nc2cccc(Cl)c2)c(C(=O)O)c1
 : 98 | 87 | 109 | 2 | 96 | 103 | 98 | 0

# Profiles, looked up by structure:
# Cc1nc(C(=O)NNC(=O)c2ccccc2)c(C(F)(F)F)o1 is listed as LAP4-GFP MLPCN = 104; CR mimetic SO = 108; RPL19A TOR yeast = 98; GRK2 aptamer HTS = .; CIT2 TOR yeast = 100; MEP2 TOR yeast = 97; AGP1-GFP MLPCN = 104; VLA-4 inh = -2
# COC(=O)Cc1ccc(NC(=S)NCc2ccc(F)cc2)cc1 is listed as LAP4-GFP MLPCN = 99; CR mimetic SO = 119; RPL19A TOR yeast = 102; GRK2 aptamer HTS = 0; CIT2 TOR yeast = 97; MEP2 TOR yeast = 93; AGP1-GFP MLPCN = 102; VLA-4 inh = 10

# An excerpt of these results, with tabs.
structure	LAP4-GFP MLPCN	CR mimetic SO	RPL19A TOR yeast	GRK2 aptamer HTS	CIT2 TOR yeast	MEP2 TOR yeast	AGP1-GFP MLPCN	VLA-4 inh
CC(C)C1C(=O)CC(c2ccccc2)NC1c1ccccc1 (stereo unspecified)	107	116	105	2	102	119	108	9
Cc1nc(C(=O)NNC(=O)c2ccccc2)c(C(F)(F)F)o1	104	108	98	.	100	97	104	-2

# The results go on.
# Value order: LAP4-GFP MLPCN | CR mimetic SO | RPL19A TOR yeast | GRK2 aptamer HTS | CIT2 TOR yeast | MEP2 TOR yeast | AGP1-GFP MLPCN | VLA-4 inh
COc1ccc(-c2cn(Cc3ccc4ccccc4c3)nn2)cc1
 : 128 | 105 | 86 | 2 | 90 | 79 | 78 | -15
Cc1nn(-c2ccc(F)cc2)c2nc(N)c(C#N)c(-c3cccs3)c12
 : 101 | 116 | 97 | 2 | 91 | 101 | 99 | 5
CC(C)n1c(/C=C/[C@H](O)C[C@H](O)CC(=O)O)c(-c2ccc(F)cc2)c2ccccc21
 : 116 | 299 | 101 | 3 | 118 | 108 | 107 | 14
Cc1cc(C)cc(NC(=O)C(OC(=O)Cn2cnc3c2c(=O)n(C)c(=O)n3C)c2ccccc2)c1 (stereo unspecified)
 : 98 | 101 | 98 | 0 | 105 | 99 | 105 | 14
CCOc1ccc(NC(=O)CN(C)C(=O)c2ccc(COc3ccccc3)o2)cc1OCC
 : 101 | 104 | 100 | 1 | 103 | 108 | 105 | 54*
Cc1ccc(S(=O)(=O)Nc2ccc(C(=O)N3CCCC3)cc2)c(C)c1NS(C)(=O)=O
 : 99 | 93 | 104 | 0 | 112 | 111 | 105 | 9
O=c1[nH]c2ccc(S(=O)(=O)N3CCN(Cc4ccccc4)CC3)cc2[nH]c1=O
 : 102 | 87 | 100 | 0 | 103 | 101 | 100 | 6
COc1ccc(C(=O)Oc2ccc(C(=S)N3CCOCC3)cc2)cc1
 : 139 | 99 | 97 | 0 | 86 | 99 | 96 | -1
CCOC(=O)[C@H]1[C@H]2COc3ccc(OC)cc3[C@@H]2N2C(=O)[C@H](C)NC(=O)[C@@]12C
 : 100 | 105 | 98 | 0 | 96 | 91 | 100 | 3
CCN(CC)S(=O)(=O)c1ccc(OC)c(NS(=O)(=O)c2ccc(F)cc2)c1
 : 92 | 80 | 95 | 1 | 113 | 106 | 72 | -3

# Continued; the last 4 above are carried over.
# Value order: LAP4-GFP MLPCN | CR mimetic SO | RPL19A TOR yeast | GRK2 aptamer HTS | CIT2 TOR yeast | MEP2 TOR yeast | AGP1-GFP MLPCN | VLA-4 inh
O=c1[nH]c2ccc(S(=O)(=O)N3CCN(Cc4ccccc4)CC3)cc2[nH]c1=O
 : 102 | 87 | 100 | 0 | 103 | 101 | 100 | 6
COc1ccc(C(=O)Oc2ccc(C(=S)N3CCOCC3)cc2)cc1
 : 139 | 99 | 97 | 0 | 86 | 99 | 96 | -1
CCOC(=O)[C@H]1[C@H]2COc3ccc(OC)cc3[C@@H]2N2C(=O)[C@H](C)NC(=O)[C@@]12C
 : 100 | 105 | 98 | 0 | 96 | 91 | 100 | 3
CCN(CC)S(=O)(=O)c1ccc(OC)c(NS(=O)(=O)c2ccc(F)cc2)c1
 : 92 | 80 | 95 | 1 | 113 | 106 | 72 | -3
COc1ccc(C(=O)CC(=O)c2ccccc2)cc1
 : 107 | 97 | 95 | 0 | 100 | 98 | 97 | 9
O=C(CS(=O)(=O)c1ccc(Cl)cc1)NCc1ccccc1
 : 104 | 104 | 103 | 1 | 99 | 96 | 112 | 8
O=C1CC[C@@H](OCc2ccccc2)CCN1CC[C@H](Sc1ccccc1)c1ccccc1
 : 140 | 99 | 96 | 0 | 70 | 94 | 84 | 7
COc1ccc(Cn2nnc3c(=O)[nH]c(C4CCN(S(=O)(=O)c5ccc(C)cc5)CC4)nc32)cc1
 : 101 | 88 | 100 | 1 | 102 | 99 | 103 | -3
CC1=C(C(=O)Nc2ccccc2)C(c2ccc(N(C)C)cc2)NC(=O)N1 (stereo unspecified)
 : 102 | 115 | 99 | 1 | 96 | 100 | 88 | -1
